GalR3 antag: blocks the human galanin receptor 3 | 0.44% of 360,000 active | O60755 | HEK293 GalR3-CNG cAMP membrane potential fluorescence; galR3 body fused to GalR1 C-terminus | AID 651719 | inhibition, % at 3 µM;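 active = inhibition above the screen-wide average plus 3 SD, cut at about 13% in these data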;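 also: forskolin and galanin both at EC90 stimulate the cells; cAMP rise reported by CNG channel membrane potential dye signal; 0% = forskolin plus galanin with DMSO and 100% = forskolin alone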
Target sequence (O60755 1-299 limits assumed): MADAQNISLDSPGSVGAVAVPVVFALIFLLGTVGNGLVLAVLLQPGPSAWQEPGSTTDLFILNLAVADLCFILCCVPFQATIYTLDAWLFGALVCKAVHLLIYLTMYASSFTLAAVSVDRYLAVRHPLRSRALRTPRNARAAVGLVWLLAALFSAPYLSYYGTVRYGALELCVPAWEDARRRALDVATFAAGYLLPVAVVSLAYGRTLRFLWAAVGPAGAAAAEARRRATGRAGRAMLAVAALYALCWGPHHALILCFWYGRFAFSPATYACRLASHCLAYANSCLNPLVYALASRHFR
The depositor's hits bear a star. Only part of the results is shown; the hit share may differ from the screen's.

GalR3 antag	canonical_smiles
4	CCOc1ccccc1NC(=O)C1CCCN1S(=O)(=O)c1ccc2c(c1)C(C)(C)C(=O)N2C (configuration not stated)
-5	CCc1nc2c(OCc3ccc(C(=O)N(C)C)cc3)cccn2c1N(C=O)Cc1ccccc1
-3	CCOC1=C2CN(S(=O)(=O)c3ccc(C)cc3)[C@H](c3cccc(Cl)c3)C[C@@H]2N(S(=O)(=O)c2ccccc2[N+](=O)[O-])[C@H](c2ccccc2)C1
-4	Cc1cccc(CN2CCN(C3CN(Cc4cn(Cc5ccc(F)cc5)nn4)S(=O)(=O)C3)CC2)c1 (configuration not stated)
3	CCCCCCCCN1C(=O)[C@@H](CC(=O)NCCCOCCCC)C[C@@]2(C(=O)OC)C1=C[C@H](C1CCCC1)O[C@@H]2C
2	CN(C)c1ncnc2c1ncn2[C@H]1CN(Cc2ccc(F)cc2)C[C@@H](CO)O1
-6	COC(=O)C1=C(C)N(Cc2cccc(C(F)(F)F)c2)C(=NCc2ccc(OC)cc2)NC1c1cccc(C(F)(F)F)c1 (configuration not stated)
-8	CCNC(=O)C1CCCN(Cc2cc(-c3ccccc3)on2)CC1 (configuration not stated)
-4	COc1cccc(CNC(=O)[C@H]2CCCN2C(=O)[C@H]2CCCN2C(=O)c2ccc(Cl)cc2)c1
-7	COc1ccc(-c2cnc3c(NC(C)=O)cc(-c4cc(F)ccc4OC)cn23)cc1OC
-6	COC(=O)[C@H](CC(C)C)NC(=O)CC[C@H]1O[C@@H](n2cc(C)c(=O)[nH]c2=O)C[C@@H]1O
-5	COC(=O)/C=C1\OCc2cc(OC)c(OC)cc21
-9	CCc1cccc(Nc2cc(C)n(-c3cccc(CC)c3)c(=O)c2)c1
-4	C=CCN1[C@@H](CC(C)C)COc2cccc(NCCCN3CCOCC3)c2S1(=O)=O
2	O=C(Nc1ccc(C(=O)N2CCCCC2)cc1)[C@H]1O[C@@H](n2ccc(=O)[nH]c2=O)[C@H](O)[C@@H]1O
-4	OC(c1cc(Cl)cc(Cl)c1)c1ncc(-c2cccc(F)c2)[nH]1 (configuration not stated)
-8	CC(=O)C[C@@H]1OC2CCCCC2N1S(=O)(=O)c1ccc(C)cc1 (some centres not stated)
-6	Cc1ccsc1C(=O)N1CCC1(C)C(=O)NCC(C)(C)C (configuration not stated)
-4	O=C1NC[C@H](CCCCN2C[C@H](Cc3ccccc3)N(CCc3ccc(O)cc3)C(=O)C2=O)N(CC2CCCCC2)C1=O
-6	CCOC(=O)[C@]12CCC=C1N(Cc1cccc3ccccc13)C(=O)[C@H](CC(=O)NCC13CC4CC(CC(C4)C1)C3)C2
7	CCOC(=O)C1CCCN(C(=O)c2cc(C)oc2C)CC1 (configuration not stated)
15*	CCc1nc2ccc(C(=O)Nc3ccc4c(c3)OCC(=O)N4)cn2c1N(CC)CCOC
-3	Nc1[nH]c(C(=O)c2ccc(Br)cc2)c(-c2ccc(F)cc2)c1C(=O)NCCc1c[nH]c2ccccc12
-1	COC(=O)[C@]12C[C@H](CC(=O)NCc3cccs3)C(=O)N(Cc3ccccc3)C1=C[C@H](C(C)(C)C)O[C@@H]2C
-7	O=C(/C=C(\Nc1ccc(Cl)c(C(F)(F)F)c1)c1ccccc1)c1ccccc1
-1	CC1(C(=O)NS(=O)(=O)c2cccc(F)c2)CCN1C(=O)c1ccccc1 (configuration not stated)
-3	Cc1noc(C)c1NC(=O)Nc1ccc2c(c1)C(=O)N([C@H](C)CO)C[C@H](C)[C@H](CN(C)Cc1ccncc1)OCCCC[C@@H](C)O2
-3	COc1ccc(OC)c(CN(CC(C)C)S(=O)(=O)c2ccccc2Br)c1
-8	Cc1cccc(C)c1-n1nnnc1C1(C)CCC(=O)N1CCOc1ccccc1 (configuration not stated)
-6	Cc1ccc2c(c1)CCCO[C@]21O[C@H](CCO)C[C@H](O)[C@H]1O
0	CC(C)CN1C(=O)CSCC1(C)C(=O)NC(C)C (configuration not stated)
1	COc1cc(-c2cc(NC=O)c3ncc(-c4ccc(F)cc4)n3c2)cc(OC)c1OC
-5	O=C(NCc1ccccc1)[C@@H]1CCCN1C(=O)[C@H]1CCCN1C(=O)c1cccc2ccccc12
-3	Cc1nc(C(F)(F)F)ccc1C(=O)N1CCCC(C)(C(=O)O)C1 (configuration not stated)
0	COCCNC(=O)C1(C)CCCN(CCSc2ccccc2)C1 (configuration not stated)
-5	COC(=O)C1=C(C(=O)OC)C2CCCC1C1N=NN(c3ccccc3)C21 (configuration not stated)
-5	O=C(NCc1c(Cl)cccc1Cl)c1[nH]c(C(F)(F)F)nc1-c1ccccc1
1	Cc1cc2oc(=O)cc(CN3CCCC3)c2cc1Cl
-5	CCc1nc2c(OCc3ccc(Cl)cc3)cccn2c1N(C=O)Cc1ccc(OC)cc1
-3	C[C@@H]1CCCCO[C@@H](CN(C)C(=O)Nc2ccc(C(F)(F)F)cc2)[C@@H](C)CN([C@H](C)CO)C(=O)c2cc(NS(=O)(=O)c3ccc(Cl)cc3)ccc2O1
-8	Cc1ccc(S(=O)(=O)N2CCC(=O)N([C@H](COCc3ccc(Cl)cc3)C(C)C)CC2)cc1
-3	CCOC(=O)c1c(-c2ccc(N(C)C)cc2)oc2c1C(OC)CC2 (configuration not stated)
-6	CC(=O)NC(c1ccccc1)c1nc(-c2ccc(S(C)(=O)=O)cc2)cs1 (configuration not stated)
-1	COc1ccccc1OCCn1nc2ccccc2c1OC
-2	COCCNc1nc(NCc2ccccc2F)c2sccc2n1
-6	O=C(Cc1c[nH]c2ccccc12)Nc1ccc(Nc2ccncc2)cc1
-5	CN(C)c1cccc(NC(=O)c2cccc3c(-c4ccc(F)c(F)c4)coc23)c1
2	Nc1ccn([C@@H]2O[C@H](C(=O)Nc3cc(C(F)(F)F)cc(C(F)(F)F)c3)[C@@H](O)[C@H]2O)c(=O)n1
-5	COc1ccc(-c2cc(NC(=O)Cc3c[nH]c4ccccc34)ccc2Nc2cccnc2)cc1F
-6	CCc1nc2ccc(C(=O)Nc3cc(-c4ccccc4)ccc3OC)cn2c1N(CC)CCN(C)C
-11	CC(C)(C)NC(=O)C(c1cc2ccccc2o1)n1c(-c2ccc(-c3ccccc3)cc2)nc2ccccc21 (configuration not stated)
-9	CCC(c1nnnn1-c1ccc2c(c1)OCCO2)N1CCN(c2ccc(C)cc2)CC1 (configuration not stated)
-7	COc1cccc(C(C)(O)c2nc(-c3ccc(Cl)cc3)cs2)c1 (configuration not stated)
-5	CC(=O)OCC(C)n1[nH]c2ccccc2c1=O (configuration not stated)
-1	O=C(O)CCCC(=O)OCCCc1cc2ccccc2c(=O)o1
-6	O=S(=O)(c1ccc(F)cc1)N1CCCc2nc(-c3ccc(Br)cc3)ccc21
3	C[C@@H]1COc2cc(N3CCCCC3)ccc2S(=O)(=O)N1
-3	NC(Cc1ccccc1)c1csc(NC(=O)Nc2ccccc2Oc2ccccc2)n1 (configuration not stated)
-7	Cc1ccc(C(=O)Nc2c(-c3ccc(Cl)cc3)[nH][nH]c2=O)cc1
-5	CCN(CC)C(=O)c1ncn2c1C(=O)N[C@@H](C)C2

Three entries from above, sorted by the value under GalR3 antag, smallest number first:
structure	GalR3 antag
O=S(=O)(c1ccc(F)cc1)N1CCCc2nc(-c3ccc(Br)cc3)ccc21	-6
CC(=O)OCC(C)n1[nH]c2ccccc2c1=O (configuration not stated)	-5
NC(Cc1ccccc1)c1csc(NC(=O)Nc2ccccc2Oc2ccccc2)n1 (configuration not stated)	-3

Looked up by structure from the list above, 7 records:
GalR3 antag	canonical_smiles
-5	CC(=O)OCC(C)n1[nH]c2ccccc2c1=O (configuration not stated)
-5	COc1ccc(-c2cc(NC(=O)Cc3c[nH]c4ccccc34)ccc2Nc2cccnc2)cc1F
-5	CCN(CC)C(=O)c1ncn2c1C(=O)N[C@@H](C)C2
-11	CC(C)(C)NC(=O)C(c1cc2ccccc2o1)n1c(-c2ccc(-c3ccccc3)cc2)nc2ccccc21 (configuration not stated)
-7	Cc1ccc(C(=O)Nc2c(-c3ccc(Cl)cc3)[nH][nH]c2=O)cc1
-6	O=S(=O)(c1ccc(F)cc1)N1CCCc2nc(-c3ccc(Br)cc3)ccc21
-7	COc1cccc(C(C)(O)c2nc(-c3ccc(Cl)cc3)cs2)c1 (configuration not stated)

New compounds follow:
GalR3 antag	canonical_smiles
-6	Nc1ccc(F)c(CN2CCN(c3ncc(Cc4ccccc4)cn3)CC2)c1
7	COc1cc(-c2coc3c(C(=O)NCc4ccccc4)cccc23)ccc1O
-7	CC1(C(=O)NCc2ccccn2)CCN1C(=O)Cc1ccc(Cl)cc1Cl (configuration not stated)
-2	COc1ccc(CCN2C(=O)COc3ccccc3C2C(=O)Nc2c(C)cccc2C)cc1OC (configuration not stated)
-7	CC(C)C[C@H]1CNC(=O)C(=O)N1C[C@H]1CCCN1C[C@H](CC(C)C)N1C[C@H](Cc2ccccc2)N(CCc2ccccc2)C(=O)C1=O
-8	O=C1NC[C@@H](CCCCN2CCN(Cc3ccccc3)C(=O)C2=O)N(CCC2CCCCC2)C1=O
-7	CN(C)CCNc1ncnc2c1ncn2[C@H]1CN(C)C[C@@H](CO)O1
-3	CC(C)CC(N)c1csc(NC(=O)Nc2ccccc2-c2ccccc2)n1 (configuration not stated)
-5	COc1ccc(C2=Nc3ccccc3N(C(=O)c3cccnc3)C2C(=O)NC(C)(C)C)cc1 (configuration not stated)
-8	OCC[C@@H]1C[C@H](O)[C@@H](O)[C@@]2(OCc3ccc(CO)cc32)O1
-7	CCCS(=O)(=O)NC(=O)C1(C)CCCN(C(=O)COc2ccccc2)C1 (configuration not stated)
-7	COc1cc(C(O)c2nc(-c3cc(F)cc(F)c3)cs2)ccc1F (configuration not stated)
-5	Cc1ccc(CN2C(=O)C(F)(F)Oc3ccc(C)cc32)cc1
-3	C=CCN1C[C@H](COC(=O)CSc2ccccc2)Oc2cccc(F)c2S1(=O)=O
-5	COCCCNC(=O)C[C@@H]1C[C@@]2(C(=O)OC)CCCCC=C2N(Cc2ccco2)C1=O
-5	COc1ncc(-c2ccc(N3C(c4ccsc4)=Cc4ccc(F)cc4C3CC(=O)c3ccco3)cc2)cn1 (configuration not stated)
-5	COc1ccc(CC(N)c2csc(NC(=O)Nc3ccccc3C(C)(C)C)n2)cc1 (configuration not stated)
-7	Cc1cc(N2CCN(S(C)(=O)=O)C[C@@H]2C)ccc1N1CCN(Cc2ccccc2)[C@@H](C)C1
-1	CC(=O)c1cccc(-c2ccnc3c2CC(C(=O)N2CCN(C)CC2)O3)c1 (configuration not stated)
-6	Cc1cccc(CN2[C@@H](C)[C@H](c3ccccc3)Oc3cc(Br)ccc3S2(=O)=O)c1
-7	O=C(Nc1nnc([C@@H]2O[C@H](CO)[C@@H](O)[C@H]2O)s1)Nc1cccc2c1CCCC2
0	COc1cc(-c2cc(NC=O)c3ncc(-c4ccc(C(C)=O)cc4)n3c2)ccc1O
-8	CN1OC[C@@H]2CN(C(=O)NC3CCCCC3)[C@H](c3ccc(N4CCCCC4)cc3)C[C@@H]21
-2	Cc1ccc(S(=O)(=O)N2C(c3ccc(Cl)c(Cl)c3)CC=C(C(=O)O)C2c2ccc(Cl)cc2)cc1 (configuration not stated)
-1	CCOC(=O)c1cc(-c2cccc(O)c2)oc1C
-8	Cc1ccccc1-c1cc2nc(NCCOc3ccccc3Cl)n(C)c(=O)c2s1
-6	C[C@@H](c1ccccc1)N1C[C@@H](COCc2ccccc2)Oc2cc(N3CCC[C@@H]3CO)ccc2S1(=O)=O
-8	CCCCc1c(-c2ccccc2OC)ncn1C(C)c1ccc(Cl)cc1 (configuration not stated)
34*	COc1ccc(-c2cnc3c(NC=O)cc(-c4ccccc4OC)cn23)cc1OC
-6	CCOC(=O)C1=CCN(S(=O)(=O)c2ccccc2F)C1c1ccc(Br)cc1 (configuration not stated)
-5	CC1(C)CC(=O)C=C(c2ccccc2F)C1=O
-2	COc1cc(C23CCCN(CCC(C(C)(C)C)C2)C32OCCO2)cc(OC)c1OC (configuration not stated)
-4	CNc1cncc(-c2ccoc2)n1
-5	Cc1nc(C(F)(F)F)ccc1C(=O)N1CCC1(C)C(=O)NS(=O)(=O)c1ccccc1 (configuration not stated)
-9	CC(C)C[C@@H](COCc1cccc(Cl)c1)N1CCN(C(=O)c2ccc(C(F)(F)F)cc2)CCC1=O
-3	OC(c1cc(F)cc(Cl)c1)c1ncc(-c2ccccc2Cl)[nH]1 (configuration not stated)
-3	COCCN1Cc2cc(C(=O)OC)c3c(c2C1=O)c1ccccc1n3S(=O)(=O)c1ccc(C)cc1
-3	CCCNC(=O)C1(C)CCN(Cc2ccc3ccccc3c2Br)C1 (configuration not stated)
-2	COc1ccc(CNC(=O)c2[nH]c(C(F)(F)F)nc2-c2ccccc2)cc1
0	CC(C)N1CCCC(C)(C(=O)Nc2nc3ccccc3n2C)C1 (configuration not stated)
0	CCOc1ccc(CCN2C(=O)C(=O)N([C@@H](CC(C)C)CN3CCC[C@H]3CN3C(=O)C(=O)NC[C@@H]3Cc3ccc(O)cc3)C[C@@H]2Cc2ccccc2)cc1
-3	COc1ccc(Cl)cc1C1=NOC2(CCC2)C(=O)N1Cc1cccc(C#N)c1
-11	CC1(C(=O)NCC2CC2)Cc2c(-c3ccc4c(c3)OCO4)ccnc2O1 (configuration not stated)
-7	COC(=O)C1=CN(c2ccc(C)cc2)C(N)=C(C#N)C1c1ccccc1F (configuration not stated)
4	CCOC1=C2[C@H](c3ccccc3)N(S(=O)(=O)c3ccc(C)cc3)[C@H](C(C)C)[C@H]2n2c(=O)n(-c3ccccc3)c(=O)n2C1
-5	CC(N)c1csc(Nc2ccc(S(C)(=O)=O)cc2)n1 (configuration not stated)
0	CC(C)C[C@H]1CN(CCCC[C@H]2CNC(=O)C(=O)N2CC2CCCCC2)C(=O)C(=O)N1CCc1ccc(O)cc1

Screening results from PubChem BioAssay.
